# SF1 activator – SF-1 (human) activation; Q13285; CHO-K1 Gal4-SF-1 LBD luciferase reporter; % increase over DMSO SF-1-specific signal; activation, % at 10 µM; actives 1.9% (n = 65,000);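 active means activation above the mean activation of all tested compounds plus 3 SD, cut at about 50% in these data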
#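 Assay system – CHO-K1 cells with Gal4–hSF-1 LBD chimera plus Gal4-driven luciferase · Quantity – 4,000 cells per well · Times – compound added 1 h post-seeding, 20 h exposure at 37 °C, 5% CO2 · Measured by – luciferase light emission · Benchmarks – DMSO and mock-transfected background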
# Ecoli tolC – blocks growth of E. coli BW25113 tolC mutant; OD615; growth inhibition, % at 10 µM (by protocol); actives 2.2% (n = 65,000); AID 573;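 active means growth inhibition at or above a cutoff equal to the mean over every tested compound plus 3 SD, cut at about 60% in these data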;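 further: growth measured after 20 h incubation at 37 °C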
#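 Test system: tolC-deleted E. coli BW25113; medium: LB with kanamycin 50 µg/mL; compound: single-point testing at 10 µM; incubation: 20 h compound exposure of bacteria at 37 °C; signal: OD at 615 nm; evaluation: growth inhibition in percent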
# HTR1A agonist – activates the human 5-HT1a serotonin receptor. actives 0.56% (n = 65,000). activation, % at 10 µM. CHO 5-HT1a Ga15 NFAT-bla reporter, FRET ratio; 0% basal, 100% maximal reference agonist. P08908;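 active means activation above the screen-wide mean activation plus 3 SD, cut at about 19% in these data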;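 further: 0% = DMSO wells and 100% = 5-CT at EC100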
# Target sequence (P08908 whole entry, looked up): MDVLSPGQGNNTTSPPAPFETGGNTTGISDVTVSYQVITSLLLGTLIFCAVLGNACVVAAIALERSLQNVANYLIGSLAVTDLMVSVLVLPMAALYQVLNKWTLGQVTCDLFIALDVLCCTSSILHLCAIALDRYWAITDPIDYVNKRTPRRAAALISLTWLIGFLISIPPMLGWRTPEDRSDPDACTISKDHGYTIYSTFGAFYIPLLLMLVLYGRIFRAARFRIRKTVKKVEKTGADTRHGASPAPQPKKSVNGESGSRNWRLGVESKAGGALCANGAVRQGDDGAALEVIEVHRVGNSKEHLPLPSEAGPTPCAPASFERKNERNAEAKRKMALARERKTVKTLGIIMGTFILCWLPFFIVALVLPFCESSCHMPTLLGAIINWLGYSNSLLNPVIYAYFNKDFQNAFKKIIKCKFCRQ
# 5-HT1A blocker – blocks the human serotonin 5-HT1a receptor. inhibition, % at 10 µM. AID 612. CHO 5-HT1a Ga15 NFAT-bla reporter, antagonist mode. actives 0.68% (n = 62,000). P08908;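 active means inhibition above the mean of all tested compounds plus 3 SD, cut at about 43% in these data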;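 further: receptor stimulated by 5-CT agonist at 100 nM near EC80; beta-lactamase reporter measured by ratiometric fluorescence of a cleavable substrate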
# MMP-13 inhibitor – MMP13 (human) collagenase inhibition; P45452; MMP-13 fTHP FRET cleavage, Mca fluorescence; inhibition, % at 4 µM; actives 0.07% (n = 65,000);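 active means inhibition above the mean of compound-free control plate wells plus 3 SD, cut at about 14% in these data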;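 further: 0% = DMSO wells and 100% = wells with reference MMP-13 inhibitor after basal subtraction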
# 5HT1E antag – blocks the human 5-HT1E serotonin receptor. P28566. CHO 5-HT1E Ga15 NFAT-bla reporter, FRET, antagonist. inhibition, % at 6 µM. actives 0.99% (n = 65,000);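 active means inhibition above a set limit, the mean inhibition across every tested compound plus 3 SD, cut at about 29% in these data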;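 further: signal is the 460 over 535 nm emission ratio of beta-lactamase substrate; 0% = agonist plus DMSO wells and 100% = wells without agonist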
# Target sequence (P28566 whole entry, looked up): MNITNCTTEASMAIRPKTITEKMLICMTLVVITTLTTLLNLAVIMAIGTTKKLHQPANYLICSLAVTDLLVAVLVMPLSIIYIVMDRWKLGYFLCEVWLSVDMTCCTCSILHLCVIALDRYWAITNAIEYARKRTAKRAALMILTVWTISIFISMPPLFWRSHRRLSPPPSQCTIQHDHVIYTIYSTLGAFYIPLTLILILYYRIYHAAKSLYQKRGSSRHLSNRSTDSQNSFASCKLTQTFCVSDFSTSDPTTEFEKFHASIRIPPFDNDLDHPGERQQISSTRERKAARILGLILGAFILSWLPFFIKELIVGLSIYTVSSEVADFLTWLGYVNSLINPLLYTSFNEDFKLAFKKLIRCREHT
# NADH coupling – inhibition of NAD/NADH coupling enzymes, library profiling; coupled PK/LDH NADH assays, four targets; IC50, µM (titrated, usually from 10 µM), inactives show top-dose inhibition; actives 0.02% (n = 65,000);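 active means single-dose screening hits from any of four coupled enzyme assays that gave an IC50 when retested across doses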;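 further: the DPM-DC format reads NADH fluorescence rather than 340 nm absorbance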
# RORa activator – RORA (human) activation; activation, % at 10 µM; actives 1.5% (n = 65,000); CHO-K1 Gal4-RORA LBD luciferase reporter, luminescence; percent increase over mock-subtracted basal signal;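 active means activation above the mean of all tested compounds plus 3 SD, cut at about 49% in these data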;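 further: 0% = DMSO-treated RORA cells and 100% = added signal equal to DMSO minus mock-transfected cells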
# HTR1E agonist – 5-HT1E (human) receptor agonism. P28566. CHO 5-HT1E Ga15 NFAT-bla reporter, FRET; 0% DMSO wells, 100% control agonist wells. activation, % at 6 µM. actives 0.69% (n = 65,000). AID 574;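 active means activation above a set limit, the screen-wide mean activation plus 3 SD, cut at about 8.5% in these data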;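 further: 100% = positive control agonist at 1 µM giving full maximal response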
# * = called active by the depositor; nt = not tested or not shown; [ ] = remark or other dose. No enrichment for hits; about 7.2% have a hit in one of these screens.
SMILES,SF1 activator,Ecoli tolC,HTR1A agonist,5-HT1A blocker,MMP-13 inhibitor,5HT1E antag,NADH coupling,RORa activator,HTR1E agonist
CCn1c(SCC(=O)c2ccc(OC)cc2)nnc1C(C)NC(=O)c1ccc(OC)cc1 (centres undefined),2.3,0.3,0.7,6.7,2.7,6.5,2.0%,-13.6,-0.8
COc1cccc(C(=O)CSc2nnc(-c3ccco3)n2CC2CCCO2)c1 (centres undefined),-9.2,-10.4,0.0,3.1,-3.2,-1.2,8.0%,0.2,1.4
COc1ccc(C2C(C(C)=O)=C(O)C(=O)N2c2cccnc2)c(OC)c1 (centres undefined),-1.1,5.4,1.1,-7.2,2.0,-8.3,2.0%,-12.9,0.1
O=C(Nc1ccncc1)c1cccc(F)c1,22.2,-11.5,-1.2,3.8,-3.3,1.8,4.0%,-0.6,0.3
Cc1ccc(C(=O)N2CCC(C(N)=O)CC2)cc1C,2.0,-2.5,1.0,-12.5,4.2,-7.7,8.0%,-5.2,-0.6
CCOC(=O)N1CCC(N(CCOC)C(=O)Nc2ccc(Cl)cc2)CC1,13.6,11.4,-3.3,18.0,-1.0,5.3,3.0%,23.4,-0.6
O=C(O)Cn1ncc2c1-c1ccoc1CC2,10.0,-17.5,-0.6,-13.2,-6.1,-3.0,1.0%,-19.3,0.2
CC(C)(C)NC(=O)C1CCN(S(=O)(=O)c2ccc(Br)cc2)CC1,0.1,-6.7,-1.6,5.4,3.8,5.7,3.0%,-18.9,0.3
CCOC(=O)C1=C(C)Nc2nc(C)nn2C1c1ccc(OCC)c(OC)c1 (centres undefined),5.1,-5.8,-0.3,-9.6,9.1,-2.9,4.0%,3.7,1.2
Cc1ccccc1Cn1c(CN2CCc3ccccc3C2)nc2c1c(=O)n(C)c(=O)n2C,-9.4,29.4,-3.1,22.2,4.1,6.1,6.0%,-15.6,0.7
CCCCOc1ccccc1C1C(C(=O)OC)=C(C)N(C)C(C)=C1C(=O)OC,-4.0,30.0,-0.3,26.9,4.6,4.6,1.0%,-15.0,-0.7
COCCOC(=O)C1=C(C)N=C2SCCC(=O)N2C1c1cccc(Br)c1 (centres undefined),2.6,8.1,-1.2,9.7,1.8,1.2,8.0%,1.2,-0.4
CCn1c(=O)c(C2=NS(=O)(=O)c3ccccc3N2)c(O)c2ccccc21,-21.7,13.1,-1.9,7.3,2.1,1.6,11.0%,-4.5,-0.3
C[N+]1(CCN2C(=O)C3CC=C(Cl)CC3C2=O)CCOCC1 (centres undefined),-3.0,-5.7,-4.7,-54.3,-0.2,-3.1,4.0%,-8.6,-0.3
O=C(CNC(=O)c1ccco1)OCc1c(F)cccc1Cl,1.6,-8.3,-5.6,3.2,-7.0,4.5,15.0%,5.6,0.2
c1cn(CC2(Cn3ccnc3)COC2)cn1,7.5,-14.5,-1.0,-8.5,1.6,-0.7,4.0%,-9.6,-0.1
C=C(C)COc1ccc2c(C)c(CC(=O)OC)c(=O)oc2c1C,8.7,49.8,-1.1,7.2,-98.9[fluorescence artefact?],-2.8,1.0%[fluoresces],-8.5,-0.2
COc1ccccc1OCC(O)Cn1c(Br)nc2c1c(=O)[nH]c(=O)n2C (centres undefined),16.4,-31.8,-1.5,-18.1,-0.5,-8.7,4.0%,-16.6,-0.7
O=C(NCCc1ccccc1)c1ccc(-n2cnnn2)cc1,41.1,-22.2,-0.5,-13.9,-3.2,6.1,3.0%,-5.8,0.3
O=C(Cc1cn2ccsc2n1)Nc1cccc2cnccc12,4.5,-4.9,-0.7,2.0,4.3,-5.2,4.0%,3.1,0.4
CCc1ccc(NC(=O)N(CCCOC(C)C)C2CCN(C(C)=O)CC2)cc1,3.5,-7.7,-1.2,-2.7,5.9,8.4,3.0%,-3.3,-1.5
CCOc1ccc(S(=O)(=O)N2CCN(S(=O)(=O)c3ccc(OCC)cc3)C(C)C2)cc1 (centres undefined),7.3,11.2,-1.4,-14.3,-6.0,2.0,4.0%,-2.3,0.8
Cc1ccc2nc(SCC(=O)N3CCCC3)[nH]c2c1,52.8*,-4.7,-0.2,-8.4,4.6,-11.1,8.0%,74.3*,0.2
COc1ccc(S(=O)(=O)NCC(c2cccnc2)N2CCN(C)CC2)cc1C (centres undefined),-3.7,-4.7,-0.2,-15.6,5.5,6.1,2.0%,-10.4,-0.5
CCOC(=O)c1c(Nc2nc(C)c(C(=O)NC)s2)sc(C)c1C,-6.3,-1.7,-4.3,-3.1,-18.7,4.7,30.0%,4.3,1.4

# Reprinted at random: 2 compounds from above.
SMILES,SF1 activator,Ecoli tolC,HTR1A agonist,5-HT1A blocker,MMP-13 inhibitor,5HT1E antag,NADH coupling,RORa activator,HTR1E agonist
Cc1ccc2nc(SCC(=O)N3CCCC3)[nH]c2c1,52.8*,-4.7,-0.2,-8.4,4.6,-11.1,8.0%,74.3*,0.2
CCn1c(=O)c(C2=NS(=O)(=O)c3ccccc3N2)c(O)c2ccccc21,-21.7,13.1,-1.9,7.3,2.1,1.6,11.0%,-4.5,-0.3

# Back to the main list, repeating the four entries before the break.
SMILES,SF1 activator,Ecoli tolC,HTR1A agonist,5-HT1A blocker,MMP-13 inhibitor,5HT1E antag,NADH coupling,RORa activator,HTR1E agonist
CCOc1ccc(S(=O)(=O)N2CCN(S(=O)(=O)c3ccc(OCC)cc3)C(C)C2)cc1 (centres undefined),7.3,11.2,-1.4,-14.3,-6.0,2.0,4.0%,-2.3,0.8
Cc1ccc2nc(SCC(=O)N3CCCC3)[nH]c2c1,52.8*,-4.7,-0.2,-8.4,4.6,-11.1,8.0%,74.3*,0.2
COc1ccc(S(=O)(=O)NCC(c2cccnc2)N2CCN(C)CC2)cc1C (centres undefined),-3.7,-4.7,-0.2,-15.6,5.5,6.1,2.0%,-10.4,-0.5
CCOC(=O)c1c(Nc2nc(C)c(C(=O)NC)s2)sc(C)c1C,-6.3,-1.7,-4.3,-3.1,-18.7,4.7,30.0%,4.3,1.4
COc1ccc(-c2cc(-c3ccc(F)cc3)nc(N3CCN(C)CC3)n2)cc1,3.7,-7.8,0.2,-2.7,-6.7,-3.9,7.0%,3.8,-0.8
Cc1cc(C(=O)COc2cccc(-n3cnnn3)c2)c(C)n1-c1ccccc1,18.3,23.0,1.2,17.0,-2.4,16.1,7.0%,17.3,-0.2
O=c1c2cc(N3CCOCC3)ccc2[nH]c(=S)n1CC1CCCO1 (centres undefined),35.0,-3.1,0.8,-9.7,-26.0,5.4,19.0%,31.5,-1.9
Cn1c(=O)c2c(nc(N3CCNCC3)n2Cc2cccc3ccccc23)n(C)c1=O,6.1,-31.9,-1.1,0.3,5.3,9.7,4.0%,6.1,-0.2
Cc1ccc(-c2cc(C(F)F)nc(NCc3cccnc3)n2)cc1,8.3,30.8,4.1,15.7,-15.6,5.8,5.0%,6.5,0.2
Nc1nc(SCC(=O)NCc2ccccc2)n[nH]1,3.0,-11.7,0.0,-1.1,-3.5,8.0,7.0%,-1.1,-0.6
O=C(O)c1ccc(CNc2ccccc2C(=O)O)cc1,-7.0,-13.9,-5.0,-16.2,-20.6,-9.0,9.0%,-16.7,0.2
Cc1nc2nc(C)c(CCC(=O)Nc3ccc4c(c3)OCO4)c(C)n2n1,-1.3,-7.5,-1.2,-10.3,-8.3,-5.8,6.0%,16.0,0.1
CCN(CC)CCNC(=O)c1ccc(NC(C)=O)cc1,-3.6,-1.2,-2.1,nt,-2.8,-14.8,2.0%,-14.3,0.2
Cc1ccc(CCn2c3c(c4ccccc42)CN(C)CC3)cn1,4.9,-2.5,0.6,8.4,-0.2,3.4,2.0%,8.3,0.2
COC(=O)[C@H](CCSC)NC(=O)NCc1ccccn1,-0.4,-24.9,-2.3,-10.0,0.2,3.8,5.0%,-10.6,2.1
O=S(=O)(Nc1cccc2cccnc12)c1ccc(S(=O)(=O)N2CCCC2)cc1,-14.3,81.2*,-1.4,29.9,-2.2,31.5*,4.0%,-39.5,-0.7
CCOc1nnnc2c1sc1nc(N3CCOCC3)c3c(c12)CC(C)(C)OC3,-4.9,9.4,1.6,nt,8.4,6.5,2.0%,-12.7,-0.7
NC[C@@]12CCCC1C1CCC2C1 (some centres undefined),-4.6,7.9,-2.1,9.7,-0.4,-5.1,1.0%,12.7,0.2
CCOc1cc(-c2conc2N)cc(OCC)c1OCC,-5.3,20.0,0.3,1.4,3.0,-13.3,7.0%,-5.3,0.6
CC1CCN(CCCNC(=O)COc2cc(=O)n(C)c3ccccc23)CC1,-10.8,-9.3,-0.1,0.4,1.1,6.1,3.0%,-7.4,-0.2
CCc1nnc(NC(=O)CSc2nnc(CSc3nc(C)cc(C)n3)o2)s1,0.8,-8.1,-5.0,-7.0,3.9,-3.5,3.0%,12.2,0.1
COC(=O)C1=CN(C(C)C)C=C(C(=O)OC)C1c1cc2c(cc1Br)OCO2,8.2,13.3,10.2,5.2,-55.3[fluorescence artefact?],-2.5,5.0%,-4.6,3.0
CC(=O)Nc1cccc(NC(=O)c2c(-c3ccccc3Cl)noc2C)c1,-13.9,2.3,-0.3,-10.6,2.2,3.4,4.0%,-20.5,1.2
Cc1ccccc1COc1ccc(/C(O)=C2/C(=O)C(=O)N(CCCn3ccnc3)C2c2ccco2)cc1 (centres undefined),11.9,5.6,-0.6,nt,-5.5,-8.7,2.0%,-9.7,-0.2
COCCNC(=O)c1ccc(CS(=O)(=O)c2ccc(Cl)cc2)o1,1.5,-3.0,-1.6,9.2,4.5,1.4,6.0%,7.3,0.6
Cc1ccc(S(=O)(=O)NCCCN2CCOCC2)c(C)c1,-9.2,-15.9,1.6,-14.2,-2.4,-7.5,3.0%,-19.1,-0.2
O=C(CN1C(=O)CCC1=O)Nc1nc(-c2ccc(Cl)s2)cs1,-4.4,-2.0,-1.7,15.1,4.6,2.2,3.0%,14.9,-0.2
CCCc1nc2ccccc2c(=O)n1/N=C/c1ccccc1O,24.8,-1.2,-1.8,-0.4,-2.8,4.4,4.0%,-1.0,-0.7
Cc1ccccc1Cn1c(=O)n(CCCC(=O)NCc2ccco2)c(=O)c2ccccc21,24.6,6.0,-2.5,14.0,1.7,6.8,3.0%,-1.4,0.5

# Following part
SMILES,SF1 activator,Ecoli tolC,HTR1A agonist,5-HT1A blocker,MMP-13 inhibitor,5HT1E antag,NADH coupling,RORa activator,HTR1E agonist
CCOC(=O)C1C(=O)CC(C)(O)C(C(=O)OCC)C1c1cccc(OC(F)(F)C(F)F)c1 (centres undefined),2.4,1.1,0.2,15.1,4.1,1.9,4.0%,-4.5,-0.2
Cc1nn(Cc2nc(-c3cccs3)no2)c(C)c1Br,2.9,5.2,-2.0,13.1,5.5,-3.6,4.0%,4.0,-0.7
O=C(Nc1cc(C(F)(F)F)ccc1N1CCOCC1)c1ccco1,-9.3,0.5,0.4,2.5,-3.0,-8.3,1.0%,0.2,-0.7
CCOc1cc(C(=O)OCc2ccc(C(=O)OC)o2)cc(Br)c1OC,-3.9,29.4,4.4,1.7,3.4,-4.0,4.0%,23.0,0.4
O=C(Cn1cc2c(n1)CCCC2)NC1CCCCCC1,-2.4,-6.7,-1.8,1.8,-3.0,7.5,5.0%,5.3,-0.3
Cc1nn(C(=O)c2ccoc2C)c(N)c1-c1ccccc1,16.8,0.6,-5.0,-14.1,2.3,-15.5,2.0%,3.8,0.4

# Compound activity as filed in PubChem.
